# Source: PubChem BioAssay
# M1 ag: activates the M1 muscarinic receptor. B-score at 10 µM. AID 626. CHO-M1 cells, Fluo-4 calcium fluorescence, agonist mode; stronger effect = higher value. 3% of 64,000 active;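 active = fluorescence rise, raw or as B-score row- and column-corrected plate score, outside the 99.7% band of its plate's samples, either direction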
# TNAP act DEA: activates human TNAP at intermediate phosphate acceptor concentration; activation factor at 20 µM; purified TNAP, CDP-star luminescence, 100 mM DEA, 30 min; stronger effect = higher value; scale: 0 levamisole-inhibited, 1 vehicle-only enzyme; 64,000 tested, under 10 active;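 active = activation factor of at least 2 at 20 µM, relative to controls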
# D1 mod: allosterically modulates the human D1 dopamine receptor; P21728; HEK293 D1, CRE-luciferase, dopamine EC30 potentiation; actives deviate in either direction; B-score at 10 µM; 5.9% of 58,000 active; AID 641;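 active = luminescence count or its row- and column-corrected plate score outside the 99.7% band of the plate's sample wells, on either side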
# Target sequence (P21728 whole entry, looked up): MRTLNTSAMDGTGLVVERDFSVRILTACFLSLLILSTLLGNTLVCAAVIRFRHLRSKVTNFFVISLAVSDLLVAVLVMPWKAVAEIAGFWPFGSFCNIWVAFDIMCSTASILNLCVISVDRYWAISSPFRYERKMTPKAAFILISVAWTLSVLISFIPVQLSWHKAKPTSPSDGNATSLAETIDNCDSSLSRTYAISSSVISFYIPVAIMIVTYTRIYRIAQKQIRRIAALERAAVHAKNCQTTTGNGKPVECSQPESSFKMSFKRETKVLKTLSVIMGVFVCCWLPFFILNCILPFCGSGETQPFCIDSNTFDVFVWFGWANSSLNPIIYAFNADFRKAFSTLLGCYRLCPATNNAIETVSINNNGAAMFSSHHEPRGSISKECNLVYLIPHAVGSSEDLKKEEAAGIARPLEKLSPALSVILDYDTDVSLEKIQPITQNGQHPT
# S1P1 ag-PAM: S1P1 (human) agonism or agonism potentiation; S1P1 CRE-bla cells, forskolin, beta-lactamase FRET, potentiator mode; S1P1 agonist co-added at EC20, 2 nM; 100% = saturating reference agonist, 0% = basal; 0.57% of 56,000 active; activation, % at 9.5 µM; P21453;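 active = activation above a cutoff set at the mean activation of all tested compounds plus 3 SD, cut at about 54% in these data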;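 also: forskolin at 4 µM as EC80 and the EC20 agonist is SEW2871; 100% = SEW2871 at its EC100 plus forskolin at EC80; some compounds past the cut are filed as inactive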
# HEK293 NFkB inh: inhibitors of the PMA/ionomycin-induced NF-kB reporter in HEK293 cells; HEK-293 NF-kB luciferase reporter, luminescence; inhibition, % at 3 µM; 0.21% of 62,000 active;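 active = inhibition above the mean of all tested compounds plus 3 SD, cut at about 40% in these data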;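 also: 0% = stimulated DMSO wells and 100% = 10 µM reference inhibitor 5653914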
#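 Reagent: PMA plus ionomycin mix as NF-kB-activating stimulus. Assay system: NF-kB luciferase reporter HEK-293 cells. Technique: luminescence from luciferase substrate reagent. Incubation: 1 h compound pre-incubation, 16 h PMA/ionomycin at 37 °C. Benchmarks: DMSO only as uninhibited control, 10 µM reference inhibitor as full inhibition. Repeats: tested once.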
# M1 antagonist: M1 muscarinic receptor (rat) antagonism; 3.4% of 64,000 active; P08482; AID 628; CHO-M1 cells, Fluo-4 calcium, ACh EC80 antagonist mode; stronger effect = lower value; B-score at 10 µM;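 active = calcium fluorescence response, raw or row-and-column corrected B-score, differing from the plate sample mean either way at a set confidence level, mostly lower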
# Ec RNAP inh: inhibitors of Escherichia coli RNA polymerase; E. coli RNA polymerase, fluorescence transcription assay; inhibition, %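 (tested at 10 µM)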; 0.2% of 62,000 active; AID 559; in the data active = inhibition above about 20%;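 also: 0% = enzyme without compound and 100% = no enzyme blank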
# S1P3 agonist: S1P3 (human) receptor agonism | S1P3 NFAT-BLA reporter cells, FRET ratio; relative to 1 µM S1P, basal subtracted | activation, % at 4.5 µM | 0.1% of 60,000 active | AID 373;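 active = activation above the screen-wide mean plus 3 SD, cut at about 4.5% in these data, passing the limit was not always enough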; also: some compounds called inactive have numbers as strong as hits
# Target sequence (Q99500 whole entry, looked up): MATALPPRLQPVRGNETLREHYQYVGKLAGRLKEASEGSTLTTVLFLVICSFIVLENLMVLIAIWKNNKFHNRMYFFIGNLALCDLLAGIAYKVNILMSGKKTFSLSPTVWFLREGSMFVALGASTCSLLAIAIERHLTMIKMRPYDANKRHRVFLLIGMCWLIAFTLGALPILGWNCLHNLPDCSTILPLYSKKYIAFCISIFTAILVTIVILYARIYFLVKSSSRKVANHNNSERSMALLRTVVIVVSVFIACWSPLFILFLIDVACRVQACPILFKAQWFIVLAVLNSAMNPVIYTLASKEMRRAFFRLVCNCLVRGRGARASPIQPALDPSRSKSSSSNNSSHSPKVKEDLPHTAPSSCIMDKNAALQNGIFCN
#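 Measure – % activation relative to 1 µM S1P (100%), per plate · System – stable CHO line with human S1P3, Gα16, NFAT-BLA reporter · Timing – cells plated overnight, compound 4 h 37 °C, substrate 2 h RT · Technique – fluorescent BLA substrate, ex 405 nm, em 460/535 nm ratio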
# Jurkat viability: cytotoxic compounds reducing Jurkat cell viability. 1.2% of 56,000 active. Jurkat E6.1 viability, ATP luminescence, 48 h. AID 463. inhibition, % at 4 µM;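 active = inhibition above the mean inhibition of all tested compounds plus 3 SD, cut at about 28% in these data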
# Numbers without * were called inactive; . = not tested or not shown.
# Order of values: M1 ag	TNAP act DEA	D1 mod	S1P1 ag-PAM	HEK293 NFkB inh	M1 antagonist	Ec RNAP inh	S1P3 agonist	Jurkat viability
> CCC(=O)N(c1ccc(F)cc1)C1C=CS(=O)(=O)C1 (configuration not stated)
    -0.0435	1	-1.28	-9.8	-2.9	-0.583	11.5	-0.6	1.1
> Cc1cc(C)nc(N2CCC(C(=O)NCCc3ccc(F)cc3)CC2)n1
    0.474	0.9	-0.212	-16.0	52.1*	-0.014	-9.6	-1.1	3.6
> COCc1cc(=O)[nH]c(Nc2nc3ccccc3o2)n1
    1.57	1.1	0.00983	12.0	.	0.886	9.9	-6.5	.
> CCCc1[nH]nc2c1C(c1cc(OC)ccc1F)C(C#N)=C(N)O2 (configuration not stated)
    1.18	1	8.18*	-1.3	1.7	-1.13	3.8	-0.7	9.9
> CCCc1cc(=O)oc2cc(C)cc(OCC(=O)O)c12
    0.14	0.9	0.0338	-17.4	9.7	-0.0414	1.2	-0.7	-0.5
> Cn1c(=N)c(S(=O)(=O)c2ccccc2)cc2c(=O)n3ccccc3nc21
    -1.41	0.9	0.0277	-58.3	16.7	-0.00814	-13.7	1.4	4.4
> Cn1c(CN2CCOCC2)nc2cc(NC(=O)c3ccc(F)cc3)ccc21
    0.959	1	-0.575	-1.4	9.6	0.895	6.2	0.0	14.8
> COC(=O)c1ccccc1NC(=O)c1ccccc1OC
    0.295	0.9	2.73	-32.3	-0.8	0.486	8.8	-0.7	0.6
> CC(=O)N(C)c1ccc(OCC(O)COc2ccc(N(C)C(C)=O)cc2)cc1
    -0.263	1	-0.305	.	7.1	-0.0457	-1.2	.	.
> CCN(c1cccc(C)c1)S(=O)(=O)c1ccc2[nH]c(=O)c(=O)[nH]c2c1
    0.408	0.9	-1.17	4.8	7.3	0.635	7.4	-1.2	5.7
> O=C(CNC(=O)c1ccco1)OC(C(=O)c1ccccc1)c1ccccc1 (configuration not stated)
    6.71*	1	.	-7.6	16.4	0.0229	0.0	-0.7	2.1
> CC1CCCCC1NC(=O)CCn1c(=O)oc2ccccc21 (configuration not stated)
    0.187	.	0.273	4.0	-6.2	0.156	.	-0.7	2.3
> COC(=O)c1nc2n(n1)C(c1cc(OC)ccc1OC)C(C(=O)OC1CCCCC1)=C(C)N2 (configuration not stated)
    1.66	0.9	-0.498	.	10.3	-1.18	-1.1	.	.
> CCOc1ccc2ccccc2c1/C=N/n1cncn1
    -0.0119	0.9	1.94	-11.4	9.8	-0.327	9.5	-1.3	5.8
> CN1C=C(C(F)(F)F)C=C/C1=C(\C#N)c1nnc2n1CCCCC2
    0.245	0.9	0.174	6.6	18.1	0.219	1.5	-0.7	3.4
> Cc1c(C(=O)N2CC(C)OC(C)C2)sc2nc(-c3ccccc3)cn12 (configuration not stated)
    0.0653	0.9	-0.889	-10.1	-1.4	0.93	7.4	-0.3	-5.2
> Cn1c(C(=O)NCCCN2CCN(c3ccc(F)cc3)CC2)cc2c(=O)n(C)c3ccccc3c21
    -0.0298	0.8	-5.2*	-9.7	10.6	-0.327	17.5	-0.8	0.6
> CC(=O)c1cccc(NC(=O)COc2ccc(S(=O)(=O)N3CCCCC3)cc2)c1
    0.621	0.9	0.579	-1.1	8.7	-1.31	2.7	-1.0	7.9
> O=C(c1cc(-c2ccncc2)nc2ccc(Cl)cc12)N1CCN(C(=O)C2CCCO2)CC1 (configuration not stated)
    2.9*	1	-0.188	-8.8	13.0	-0.256	7.0	-0.6	3.5
> COCC(=O)Nc1nnc(-c2cccs2)s1
    -0.0294	1	-0.303	.	0.9	0.0189	4.9	.	.
> COc1cc(C(=O)OCC(=O)Nc2ccc3c(c2)OC(F)(F)O3)ccc1OCc1c(C)noc1C
    -0.012	0.9	-0.694	.	13.8	1.27	4.2	.	.
> CN1C(=O)N(C)C2(c3ccccc3)N(C)C(=O)NC12c1ccccc1 (configuration not stated)
    0.203	1	-0.101	-0.4	7.7	0.349	-10.9	-1.0	1.1
> Cc1c(C(=O)N2CCOCC2)[nH]c2c1C(=O)CC(c1ccccc1Cl)C2 (configuration not stated)
    -0.762	0.9	0.0929	-17.9	21.2	0.412	0.6	-1.7	82.2*
> Cc1noc(C)c1S(=O)(=O)N(CC(=O)Nc1ccc2c(c1)OCO2)c1ccc(C(C)C)cc1
    0.278	1	-1.38	79.2*	33.7	0.44	-6.2	-1.6	7.8
> CCCCSc1nnc(-c2c[nH]c3ccccc23)n1C
    -1.51	1	-0.0569	26.6	-10.0	-0.285	13.8	-2.0	29.6
> Cc1ccc(-c2nnn(CC(=O)N(c3cccc(O)c3)C(C(=O)NC(C)(C)C)c3cccs3)n2)o1 (configuration not stated)
    -0.261	1	0.217	21.3	17.8	0.139	10.3	-1.2	4.1
> Cc1ccc(-c2nc(C3CCN(S(C)(=O)=O)CC3)no2)cc1
    1.1	0.9	-0.0534	-4.3	0.4	0.0804	6.9	1.1	-2.5
> Cc1ccc(CCN2CC(C(=O)NCCN3CCCCCC3)CC2=O)cc1 (configuration not stated)
    0.239	1	-0.478	-2.1	7.8	0.237	-2.9	-1.1	14.2
> Cc1ccc(NC(=O)COC(=O)CN2CSCC2=O)cc1C
    0.202	1	-0.558	-1.1	3.3	-0.397	8.9	-0.1	-3.4
> CC(C)OCC(O)CN1CCN(CC(O)COc2ccc3c(c2)OCO3)CC1 (configuration not stated)
    -0.46	0.9	0.754	.	4.6	-0.702	-1.1	.	.

# S1P1 ag-PAM: hit marks shown above
SMILES	M1 ag	TNAP act DEA	D1 mod	S1P1 ag-PAM	HEK293 NFkB inh	M1 antagonist	Ec RNAP inh	S1P3 agonist
Cc1noc(C)c1S(=O)(=O)N(CC(=O)Nc1ccc2c(c1)OCO2)c1ccc(C(C)C)cc1	0.278	1	-1.38	79.2*	33.7	0.44	-6.2	-1.6

# Sorted by molar mass (rising): part of the list above.
# Order of values: M1 ag	TNAP act DEA	D1 mod	S1P1 ag-PAM	HEK293 NFkB inh	M1 antagonist	Ec RNAP inh	S1P3 agonist	Jurkat viability
> Cn1c(=N)c(S(=O)(=O)c2ccccc2)cc2c(=O)n3ccccc3nc21
    -1.41	0.9	0.0277	-58.3	16.7	-0.00814	-13.7	1.4	4.4
> CC(=O)N(C)c1ccc(OCC(O)COc2ccc(N(C)C(C)=O)cc2)cc1
    -0.263	1	-0.305	.	7.1	-0.0457	-1.2	.	.
> Cc1ccc(-c2nnn(CC(=O)N(c3cccc(O)c3)C(C(=O)NC(C)(C)C)c3cccs3)n2)o1 (configuration not stated)
    -0.261	1	0.217	21.3	17.8	0.139	10.3	-1.2	4.1

# Back to the main list, starting four compounds before the break.
# Order of values: M1 ag	TNAP act DEA	D1 mod	S1P1 ag-PAM	HEK293 NFkB inh	M1 antagonist	Ec RNAP inh	S1P3 agonist	Jurkat viability
> Cc1ccc(-c2nc(C3CCN(S(C)(=O)=O)CC3)no2)cc1
    1.1	0.9	-0.0534	-4.3	0.4	0.0804	6.9	1.1	-2.5
> Cc1ccc(CCN2CC(C(=O)NCCN3CCCCCC3)CC2=O)cc1 (configuration not stated)
    0.239	1	-0.478	-2.1	7.8	0.237	-2.9	-1.1	14.2
> Cc1ccc(NC(=O)COC(=O)CN2CSCC2=O)cc1C
    0.202	1	-0.558	-1.1	3.3	-0.397	8.9	-0.1	-3.4
> CC(C)OCC(O)CN1CCN(CC(O)COc2ccc3c(c2)OCO3)CC1 (configuration not stated)
    -0.46	0.9	0.754	.	4.6	-0.702	-1.1	.	.
> CCOC(=O)C1CCN(C(c2cccc(F)c2)c2sc3nc(C)nn3c2O)CC1 (configuration not stated)
    0.242	1	-0.127	-7.9	-8.0	1.01	6.3	-0.2	-3.3
> COc1ccc(CCNC(=O)CN(c2ccccc2OC)S(C)(=O)=O)cc1
    -0.671	1	0.627	2.6	7.8	1.04	9.1	-0.4	0.6
> COC(=O)Cn1cc(C(=O)C2CC2)c2ccccc21
    0.117	1	-0.639	-18.1	16.3	-1.59*	7.9	0.2	0.2
> O=c1oc(-c2cccs2)nc2c1cnn2-c1ccccc1
    0.252	0.8	.	39.4	21.3	-0.339	10.9	0.0	1.1
> COC(=O)c1ccc2[nH]c(C)c(CN3CCCC3)c(=O)c2c1
    0.449	1.1	0.723	.	13.6	0.559	-0.3	.	.
> CCOC(=O)C1=C(C)NC(SC(C)=O)=NC1c1ccc(OC(C)=O)c(OC)c1 (configuration not stated)
    -0.507	0.8	-0.0674	.	11.5	0.0602	8.9	.	.
> COc1ccc(-c2ccc(SCC(=O)N3CCOCC3)nn2)cc1OC
    0.107	0.9	12.4*	-12.4	11.1	-0.288	0.5	0.6	-5.8
> COc1ccc(CC(=O)OCc2nnc(C3COc4ccccc4O3)o2)cc1OC (configuration not stated)
    0.225	0.9	0.0895	6.7	24.2	-0.415	7.0	-0.5	-4.2
> CC(=O)c1cc(-c2ccccc2)n(CC(=O)N2CCC(N3CCCCC3)CC2)c1C
    1.06	0.9	-1.07	-15.7	-9.2	-0.106	8.0	-0.7	-2.8
> O=C(Nc1ccc(Cl)cc1)Nc1ccc2c(c1)N1CCN=C1S2
    -0.272	1.1	-1.56	41.3	-3.7	-0.0525	.	0.2	10.1
> Cc1nc2c3cnn(-c4ccc(C)c(C)c4)c3ncn2n1
    -0.595	0.4	-0.896	9.8	-21.0	0.316	9.6	-0.9	-3.8
> C=CCOn1c(=O)c(C)[n+]([O-])c2ccccc21
    0.692	0.9	-0.171	.	10.1	-0.942	.	-1.4	-1.6
> CCN(CC)C(=O)CSc1nnc(-c2ccc(F)cc2)n1N
    -0.754	0.9	.	8.1	2.5	0.16	1.1	0.4	0.9
> CN(C)c1ccc(NC(=O)CN2CCC(C(=O)c3ccc(F)cc3)CC2)cc1
    0.867	1.1	-1.6	19.0	14.1	-1.01	-1.1	-0.8	1.2
> Cc1cccc(-n2ccnc2SCC(=O)Nc2ccc3c(c2)OCCO3)c1
    0.209	1	-1.38	-19.3	-7.2	-0.796	-0.2	-0.7	3.0
> CCN1CCN(C(CNC(=O)c2ccc3c(c2)OCO3)c2cccnc2)CC1 (configuration not stated)
    0.303	0.8	-0.601	-17.6	12.1	0.643	7.8	-0.8	2.2
> COc1ccccc1N1CCN(C(=O)CSc2ncccc2-c2nc3ccccc3[nH]2)CC1
    13*	0.9	-0.82	.	31.0	-0.559	-1.9	.	.
> CCN(CC)CCN(Cc1cc2cc3c(cc2[nH]c1=O)OCCO3)C(=O)NC1CCCCC1
    -0.16	1	-0.00444	-11.6	-5.2	-0.495	6.4	-1.1	-5.8
> O=C(CSc1ccccc1C(=O)O)Nc1cccc(C(=O)O)c1
    -0.396	0.9	-0.418	-12.7	-2.7	0.435	7.0	0.2	1.6
> CCc1sc(C(=O)NCc2cc(C)n(C)n2)cc1Br
    -5.11*	1	-0.241	6.8	15.4	-0.0384	-3.1	-0.9	15.7
> COC(=O)CCCc1nc2ccccc2s1
    -1.14	0.9	-0.117	11.8	14.1	-2.46*	6.0	-0.7	-4.7

# A few values from the entries so far.
# In M1 antagonist, CCOC(=O)C1=C(C)NC(SC(C)=O)=NC1c1ccc(OC(C)=O)c(OC)c1 (configuration not stated) is listed with 0.0602
# In Jurkat viability, COc1ccc(-c2ccc(SCC(=O)N3CCOCC3)nn2)cc1OC is listed with -5.8
# In HEK293 NFkB inh, CN(C)c1ccc(NC(=O)CN2CCC(C(=O)c3ccc(F)cc3)CC2)cc1 is listed with 14.1
